Screening results deposited in PubChem by several laboratories.
IDE cell activ: activators of human insulin-degrading enzyme in cells. HEK cells, FAbeta-B cleavage, fluorescence polarization; 0% vehicle, 100% cell-free pure enzyme wells. activation, % at 5.96 µM. 340,000 compounds, 0.073% hits. AID 493087;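 active means activation above the mean of all tested compounds plus 3 SD, set per screening campaign, cut at about 17% in these data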
M18AAP inhibitor: blocks P. falciparum M18 aspartyl aminopeptidase; AID 1822; 290,000 compounds, 1.2% hits; inhibition, % at 7.35 µM; recombinant PfM18AAP, H-Glu-NHMec fluorogenic cleavage;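 active means inhibition above the campaign mean inhibition over all tested compounds plus 3 SD, cut at about 28% in these data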;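 further: 0% = plate median of test compound wells and 100% = 2 mM ZnCl2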
MEKK3 PB1 HTS: raises or lowers MEK5 binding to the human MEKK3 PB1 domain. bead-based flow cytometry, Alexa488-MEK5 binding to MEKK3; actives lie on both sides; 0 = blocked by unlabeled MEK5, 100 = vehicle. binding response (% of control), % at 10 µM. 290,000 compounds, 1.4% hits. AID 1529;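 active means binding response more than 3 SD above or below the average of its plate-row segment, actives on both sides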;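 further: Alexa488 bead fluorescence after subtracting the streptavidin-only scavenger bead signal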
Target sequence (Q99759 whole entry, looked up, the tested form may be a part): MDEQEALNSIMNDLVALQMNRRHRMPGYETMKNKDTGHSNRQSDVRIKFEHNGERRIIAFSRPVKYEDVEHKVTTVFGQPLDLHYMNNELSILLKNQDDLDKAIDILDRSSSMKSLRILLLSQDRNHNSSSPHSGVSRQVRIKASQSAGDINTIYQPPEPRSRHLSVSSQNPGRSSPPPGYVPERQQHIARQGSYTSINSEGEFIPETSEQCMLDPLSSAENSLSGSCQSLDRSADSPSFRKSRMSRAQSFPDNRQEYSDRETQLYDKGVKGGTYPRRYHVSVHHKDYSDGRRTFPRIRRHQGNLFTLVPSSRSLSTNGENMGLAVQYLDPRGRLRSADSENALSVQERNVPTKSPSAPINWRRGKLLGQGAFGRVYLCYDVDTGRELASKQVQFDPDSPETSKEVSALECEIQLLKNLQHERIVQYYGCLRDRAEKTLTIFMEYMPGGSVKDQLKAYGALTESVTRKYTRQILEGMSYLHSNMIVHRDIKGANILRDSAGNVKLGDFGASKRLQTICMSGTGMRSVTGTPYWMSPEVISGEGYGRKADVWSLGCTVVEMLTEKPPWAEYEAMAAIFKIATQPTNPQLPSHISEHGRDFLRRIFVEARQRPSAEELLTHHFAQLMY
p-CIP stab down: lowers stability of the mouse p/CIP coactivator protein. Q05BA5. F442A p/CIP-EGFP cells, EGFP fluorescence, 16 h. decrease of EGFP signal, % at 10 µM. 290,000 compounds, 0.01% hits. AID 1984;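 active means EGFP signal decrease of at least 30% at 10 µM or well 3 SD below plate mean, unless failing retest; inactive means the rest, including hits failing retest or dose response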; further: some compounds called inactive have numbers as strong as hits; many of its hits are not listed in these tables
MEKK2mut PB1 HTS: signal of MEK5 binding to mutant human MEKK2 PB1 domain. AID 1530. percent response, % at 10 µM. 290,000 compounds, 0.35% hits. bead flow cytometry, Alexa488-MEK5 binding to MEKK2 mutant; in the data active means percent response above about 24%, passing the limit was not always enough; further: inactives centre near 1; some results filed as inactive read as strong as hits; reference of the scale not given here
NALP1 inh: blocks the NALP1 inflammasome reconstituted in yeast | 280,000 compounds, 0.61% hits | S. cerevisiae NALP1/ASC/caspase-1 growth, X-gal OD620, 72 h | AID 2071 | inhibition, % at 10 µM; in the data active means inhibition mostly above about 24%, no sharp cut-off; inactive means mostly below about 32%; further: some compounds called inactive have numbers as strong as hits
MEKK2 WT-MEK5: raises or lowers MEK5 binding to wildtype human MEKK2 PB1 domain | bead flow cytometry, Alexa488-MEK5 binding to MEKK2 WT; actives lie on both sides | binding response (% of control), % at 10 µM | 290,000 compounds, 1.1% hits | AID 1531; in the data active means binding response below about 67% or above about 130%
UBC9 SUMO inh: inhibitors of human SUMOylation (UBC9); inhibition, % at 35 µM; 290,000 compounds, 0.36% hits; AID 2006; HTRF SUMOylation assay, SAE1/SAE2 + UBC9, in vitro; in the data active means inhibition above about 50%, passing the limit was not always enough; further: strong numbers were not always called active
Target sequence (P63279 whole entry, looked up): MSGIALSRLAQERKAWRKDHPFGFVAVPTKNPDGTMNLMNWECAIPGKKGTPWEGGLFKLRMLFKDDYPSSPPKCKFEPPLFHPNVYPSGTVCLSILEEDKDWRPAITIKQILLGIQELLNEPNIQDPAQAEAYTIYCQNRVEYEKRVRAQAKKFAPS
IDE inh: inhibitors of human insulin-degrading enzyme in cells; AID 434962; HEK cells, FAbetaB cleavage, fluorescence polarization; 320,000 compounds, 0.41% hits; inhibition, % at 5.59 µM; P14735;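 active means percent inhibition above the average of all tested compounds plus 3 SD, set per screening campaign, cut at about 16% in these data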;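 further: IDE supplied by intact live HEK cells; FP after avidin binding of uncleaved biotin substrate so inhibition keeps polarization high; 0% = DMSO wells and 100% = 60 µM reference IDE inhibitor Ii1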
Numbers without * were called inactive; / = not tested or not shown; & = joins results of further samples; [ ] = remark or other dose. Only part of the results is shown (hit frequency here may not be typical).

SMILES	IDE cell activ	M18AAP inhibitor	MEKK3 PB1 HTS	p-CIP stab down	MEKK2mut PB1 HTS	NALP1 inh	MEKK2 WT-MEK5	UBC9 SUMO inh	IDE inh
CCOc1cc2[nH]c(=S)n(Cc3ccc(C(=O)NCCCOC)cc3)c(=O)c2cc1OCC	5	6	101	-5	1	-22	99	-12	5
CC(=O)Oc1ccc2c(c1)cc(C)n2C	1	2	115	1	1	12	105	-2	2
Cc1cccc(NC(=O)CC2CCC2)c1	-1	-3	2.0*[inhibitor]	-4	-26	5	-1.0*[inhibitor]	-8	4
CCc1ccc(NC(=O)CN2C(=O)C(=O)N(Cc3ccccc3)C2=O)cc1	/	-8	98	-10	-2	6	92	-4	2
CCc1nnc(NC(=O)c2ccc(-c3ccccc3Cl)o2)s1	0	0	100	1	-3	13	93	17	2
Cc1cccc(-n2cc(CN3CCN(Cc4nccn4C)CC3)c(-c3cccc(F)c3)n2)c1	4	6	106	4	34	3	153*	3	-4
CSc1nc(C)c(CCOC(=O)c2cccc(C)c2)c(=O)[nH]1	2	-7	94	-2	0	8	91	-8	4
Cc1cccc(C)c1Nc1c(-c2ccc(N3CCOCC3)cc2)nc2ncccn12	-4	10	93	-14	-4	15	86	17	3
COc1ccccc1N1C(=O)C2C(C(=O)c3ccccc3)=NN(c3ccccc3)C2C1=O (stereo not drawn)	-28	-3	101	-26	1	/	85	37	16
O=C(NCc1cccnc1)c1ccc(-c2ccccc2[N+](=O)[O-])o1	0	3	89	-5	-5	17	94	13	-1
Cc1ccc(C(=O)Oc2ccc(N3C(=O)CCC3=O)c(C)c2)cc1	3	-9	83	-2	-6	-8	87	6	8
O=C(Nn1cnc2ccccc2c1=O)c1ccc(Br)cc1	4	-2	100	2	-11	20	96	8	0
COC(=O)c1sccc1-n1cccc1C(=O)C(=O)N1CCCC1	0	-9	103	-15	16	2	104	3	5
CSC(=NC(C)c1ccccc1)NS(=O)(=O)c1cccs1 (stereo not drawn)	-3	-2	97	2	10	34	105	7	-2
CCCCNC(=O)c1onc(CSc2cccc(C)c2)c1C(=O)O	7	-1	105	6	1	3	102	24	-4

Some entries already given, reduced to IDE inh, MEKK2mut PB1 HTS and M18AAP inhibitor.
| Compound | IDE inh | MEKK2mut PB1 HTS | M18AAP inhibitor |
| --- | --- | --- | --- |
| O=C(NCc1cccnc1)c1ccc(-c2ccccc2[N+](=O)[O-])o1 | -1 | -5 | 3 |
| Cc1ccc(C(=O)Oc2ccc(N3C(=O)CCC3=O)c(C)c2)cc1 | 8 | -6 | -9 |
| O=C(Nn1cnc2ccccc2c1=O)c1ccc(Br)cc1 | 0 | -11 | -2 |
| COC(=O)c1sccc1-n1cccc1C(=O)C(=O)N1CCCC1 | 5 | 16 | -9 |
| CSC(=NC(C)c1ccccc1)NS(=O)(=O)c1cccs1 (stereo not drawn) | -2 | 10 | -2 |

Following part
SMILES	IDE cell activ	M18AAP inhibitor	MEKK3 PB1 HTS	p-CIP stab down	MEKK2mut PB1 HTS	NALP1 inh	MEKK2 WT-MEK5	UBC9 SUMO inh	IDE inh
CC1CCC(NC(=O)CCS(=O)(=O)c2ccc3c(c2)NC(=O)CS3)CC1 (stereo not drawn)	5	-16	94	-5	-11	31	88	-1	2
CCOC(=O)Cn1nc(C)c2ccccc2c1=O	-2	1	109	-10	3	-8	108	-8	-4
Cc1ccc(COc2ccc(C)nc2[N+](=O)[O-])cc1	/	-3	107	-8	-1	9	102	-6	10
Cc1cc(Cl)ccc1OCC(=O)N1CCCN(C(=O)COc2ccc(Cl)cc2C)CC1	2	3	96	-8	-3	17	94	-7	3
Cc1ccc(C(NC(=O)N2CCOCC2)C(Cl)(Cl)Cl)cc1F (stereo not drawn)	2	1	126	-6	0	37	104	3	1
O=C(O)c1nn(-c2cccc(C(F)(F)F)c2)ccc1=O	-1	-10	99	-13	2	9	100	30	-2
Cc1oc(-c2ccccc2Cl)nc1CN1CCCCC1CO (stereo not drawn)	0	-11	96	-1	-6	2	96	15	-3
CCN1CCN(Cc2ccc(NC(=O)c3ccc(C)c(NC(=O)C(=O)c4c[nH]c5ccccc45)c3)cc2C(F)(F)F)CC1	0&3	6	113&117	-7&-14	95*	10	301*	-16&-6	-1&2
C#Cc1ccc([C@H]2C=C(C(=O)OCC=C)O[C@@H](OCc3ccc(CO)cc3)C2)cc1	8	/	102	/	2	/	97	/	-3
Oc1ccc(-c2nc3cnccn3c2Nc2ccc3c(c2)OCCO3)cc1	6	11	/	-22	/	-18	/	-2	-2
Cc1c(C(=O)NCC2CCCO2)oc2ccc(S(=O)(=O)N3CCCCC3)cc12 (stereo not drawn)	4	1	83	2	-8	29	81	8	5
CCOc1ccc(-n2c(SCc3ccc(C(=O)OC)o3)nc3c(c2=O)SCC3)cc1	0	-4	107	2	1	7	106	-16	5
COc1cccc(CNC(=O)Cn2ccc3cc(S(=O)(=O)N4CCCCCC4)ccc32)c1	6	4	99	-2	1	4	99	-6	2
CNc1nnc(CSc2nc3ccccc3s2)s1	-2	7	73	-11	12	14	92	3	2
COc1ccc(Cc2noc(CN(C)Cc3cccc(-n4cccn4)c3)n2)cc1OC	-2	4	119	-14	-1	9	118	7	-2
Cc1cc(=O)[nH]c(Nc2cccc(C(F)(F)F)c2)n1	-1	-5	102	-3	-3	20	96	7	2
CCCc1cc(=O)n2[nH]c(-c3ccc(OC)cc3)nc2n1	0	-1	99	-2	1	11	101	5	3
COc1cc(C(=O)c2ccccc2)c([N+](=O)[O-])cc1OC	/	-3	105	-13	12	9	102	12	3
Cc1sc2nc(C3CC3)nc(NCCNS(C)(=O)=O)c2c1C	-3	6	103	1	4	25	105	20	-3
COc1cccc(NC(=O)COC(=O)c2ccc(F)cc2F)c1	3	-7	88	-6	-5	38	87	7	1
Cc1cccc(NC(=O)c2ccc(S(=O)(=O)C(F)F)cc2)c1C	4	12	137*	5	-1	/	103	4	7
Cc1cc(=O)oc2cc(OCC(O)CN3CCc4ccccc4C3)ccc12 (stereo not drawn)	7	7	97	13	3	9	98	12	-4
CC(OC(=O)c1nsc(Cl)c1Cl)C(=O)NCc1cccs1 (stereo not drawn)	0	-3	102	-11	-1	10	110	12	1
Cc1ccc(-n2nc3c(c2NC(=O)c2ccco2)CS(=O)(=O)C3)cc1	-5	-4	102	-17	2	25	106	/	-2
CC1CC(C)(C)Nc2ccc(OC(=O)c3ccco3)cc21 (stereo not drawn)	-5	0	110	-73	12	14	110	-8	16
Cc1ccnc(NS(=O)(=O)c2ccc(N=CC3=C(O)CC(C)(C)CC3=O)cc2)n1	2	-3	91	4	-5	4	88	-5	1
O=C(Nc1ccccc1C(F)(F)F)c1ccc(F)c(S(=O)(=O)N2CCOCC2)c1	-4	3	89	18	-8	12	94	11	3
Oc1cccc(/C=N/N(Cc2ccccc2)c2ccccc2)c1	6	-3	100	18	-3	-20	92	-15	2
O=c1c2nnn(-c3ccc(Cl)cc3)c2ncn1Cc1ccccn1	5	-1	97	4	8	-9	94	1	6
COc1ccccc1NS(=O)(=O)c1cccc(C(=O)NN)c1	5	0	100	8	4	-10	102	23	11

Among those listed so far, four contain a CF3 group:
SMILES	IDE cell activ	M18AAP inhibitor	MEKK3 PB1 HTS	p-CIP stab down	MEKK2mut PB1 HTS	NALP1 inh	MEKK2 WT-MEK5	UBC9 SUMO inh	IDE inh
O=C(O)c1nn(-c2cccc(C(F)(F)F)c2)ccc1=O	-1	-10	99	-13	2	9	100	30	-2
CCN1CCN(Cc2ccc(NC(=O)c3ccc(C)c(NC(=O)C(=O)c4c[nH]c5ccccc45)c3)cc2C(F)(F)F)CC1	0&3	6	113&117	-7&-14	95*	10	301*	-16&-6	-1&2
Cc1cc(=O)[nH]c(Nc2cccc(C(F)(F)F)c2)n1	-1	-5	102	-3	-3	20	96	7	2
O=C(Nc1ccccc1C(F)(F)F)c1ccc(F)c(S(=O)(=O)N2CCOCC2)c1	-4	3	89	18	-8	12	94	11	3

Further structures follow:
SMILES	IDE cell activ	M18AAP inhibitor	MEKK3 PB1 HTS	p-CIP stab down	MEKK2mut PB1 HTS	NALP1 inh	MEKK2 WT-MEK5	UBC9 SUMO inh	IDE inh
COc1ccc(C2C(C#N)=C(N)OC3=C2C(=O)CCC3)cc1Cn1nc(C)c([N+](=O)[O-])c1C (stereo not drawn)	5	7	102	-10	4	28	98	11	3
c1ccc(-n2nnnc2SCc2cn3ccccc3n2)cc1	-3	-9	103	-5	-2	29	99	29	-2
COc1cccc(C(=O)O/N=C/c2ccc(Sc3ccc(C)cc3)nc2)c1	4	1	96	-8	-5	-25	94	11	-3
Cc1cccc(C(=O)N[C@H](C(=O)Nc2nc3ccc(S(C)(=O)=O)cc3s2)C(C)C)c1	6	-9	98	14	-3	15	100	6	2
COc1ccc(CNC(=S)N/N=C(/C)c2ccccc2)cc1	/	-5	104	-9	1	5	100	8	-7
Cc1ccc(-n2nnnc2SCc2ccc(C(=O)O)cc2)cc1C	4	-2	94	9	-2	5	94	10	11
Cc1cc(C)nc(SCC(=O)Nc2ncc(Cc3cccc(Cl)c3Cl)s2)n1	-1	0	97	-18	5	18	112	-2	3
COc1ccccc1CNC(=O)C/C(C)=N/NC(=O)COc1ccc(C)cc1Br	-2	-1	91	-4	-2	32	97	-5	-1
Cc1ccc(NC(=O)CCc2c(C)nn(-c3ccc(N4CCOCC4)nn3)c2C)cc1C	-2	3	99	-19	5	-27	104	14	2
COc1ccc(C(=O)NCc2ccc3c(c2)OCO3)c(OC)c1	4	-4	101	12	-1	21	98	8	3
CC(C)Oc1ccc(C(=O)NC(=S)N2CCOCC2)cc1	5	6	97	2	-1	27	102	4	11
CCOc1cc(C(=O)O)cc(Cl)c1OCC#N	2	0	97	-1	-5	-3	89	6	-4
CC(CCCC(C)(C)O)NC(=O)c1cc(COc2ccc3ncccc3c2)on1 (stereo not drawn)	3	0	100	-13	-5	21	100	20	1
Cc1ccc2c(c1)c1c(n2CC(O)CNC2CCCCC2)CCCC1 (stereo not drawn)	4	4	108	2	21	21	154*	1	-1
C/C(=N\NS(C)(=O)=O)c1ccc(C)cc1	4	6	99	-3	5	8	107	14	5
COc1ccccc1OCCNC(=O)c1ccc(Br)cc1	4	1	101	4	-1	7	102	-5	-3
Cc1cccc2c(=O)n3c(nc12)CCCCC3	-6	-3	87	-3	0	-14	93	2	-5

Entries of single compounds from above. Order of values: IDE cell activ | M18AAP inhibitor | MEKK3 PB1 HTS | p-CIP stab down | MEKK2mut PB1 HTS | NALP1 inh | MEKK2 WT-MEK5 | UBC9 SUMO inh | IDE inh
`Cc1ccc(NC(=O)CCc2c(C)nn(-c3ccc(N4CCOCC4)nn3)c2C)cc1C` across the screens: -2 | 3 | 99 | -19 | 5 | -27 | 104 | 14 | 2
`CC(CCCC(C)(C)O)NC(=O)c1cc(COc2ccc3ncccc3c2)on1` (stereo not drawn) across the screens: 3 | 0 | 100 | -13 | -5 | 21 | 100 | 20 | 1
`c1ccc(-n2nnnc2SCc2cn3ccccc3n2)cc1` across the screens: -3 | -9 | 103 | -5 | -2 | 29 | 99 | 29 | -2
`CC(C)Oc1ccc(C(=O)NC(=S)N2CCOCC2)cc1` across the screens: 5 | 6 | 97 | 2 | -1 | 27 | 102 | 4 | 11
`Cc1cc(C)nc(SCC(=O)Nc2ncc(Cc3cccc(Cl)c3Cl)s2)n1` across the screens: -1 | 0 | 97 | -18 | 5 | 18 | 112 | -2 | 3
